PAFAH1B2 inh: inhibitors of human PAFAH1B2; P68402; recombinant PAFAH1B2, FP-rhodamine activity probe, fluorescence polarization; inhibition, % at 3.39 µM; 1.2% of 340,000 active; AID 492953;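 active means inhibition above the mean of all tested compounds plus 3 SD, cut at about 24% in these data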;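 further: 0% = enzyme with DMSO and 100% = wells lacking PAFAH1B2; many of its hits are not listed in these tables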
MEX-5 binding: C. elegans MEX-5 TCR-2 RNA binding activity. MEX-5/FITC-TCR2 RNA binding, fluorescence polarization; stronger effect = lower value. activity score (negative = inhibition of binding), % at 10 µM. 0.38% of 300,000 active. AID 1832;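 active means inhibition past about -25% in most replicates, and total fluorescence under double the plate's negative control median, limit read from the data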;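 further: 0% = DMSO and -100% = 5 µM competing unlabeled TCR2 RNA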
GLD-1 RNA inh: GLD-1-TGE RNA interaction inhibition (C. elegans) | Q17339 | purified GLD-1 + fluorescein TGE RNA, fluorescence polarization | inhibition, % at 5.96 µM | 0.44% of 320,000 active;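 active means percent inhibition above a per-plate cutoff, the plate mean of test compounds plus 3 SD, cut at about 30% in these data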;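 further: 0% = DMSO wells with GLD-1 and probe and 100% = wells lacking GLD-1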
Bcl-xL primary: Bcl-xL (human) inhibition; Q07817; GST-Bcl-xL / FITC-Bim BH3 peptide fluorescence polarization; inhibition, % at 10.9 µM; 0.7% of 320,000 active;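 active means inhibition above the mean of all tested compounds plus 3 SD, cutoff set per campaign, cut at about 30% in these data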;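 further: 0% = DMSO wells and 100% = unlabeled Bim-BH3 peptide competitor; inhibitors lower millipolarization by displacing the labeled peptide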
Target sequence (Q07817 whole entry, looked up): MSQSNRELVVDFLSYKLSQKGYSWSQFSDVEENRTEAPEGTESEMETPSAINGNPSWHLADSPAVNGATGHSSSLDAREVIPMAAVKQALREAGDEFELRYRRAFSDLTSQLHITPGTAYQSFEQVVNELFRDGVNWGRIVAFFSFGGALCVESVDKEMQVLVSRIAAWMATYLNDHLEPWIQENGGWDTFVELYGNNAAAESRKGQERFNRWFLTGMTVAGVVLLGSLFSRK
AHR activator: human AHR activation; activation, % at 5 µM; P35869; AHR-responsive luciferase reporter cells, luminescence; 2.5% of 320,000 active; in the data active means activation above about 47%;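 further: 0% = vehicle wells and 100% = reference agonist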
PME-1 primary: PME-1 (human) inhibition; 0.53% of 320,000 active; recombinant PME-1, FP-Rh probe fluorescence polarization; inhibition, % at 5.9 µM; Q9Y570; AID 2130;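 active means inhibition above the campaign mean of all compounds plus 3 SD, cut at about 26% in these data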;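 further: competitive labeling of PME-1 active site by serine hydrolase directed probe; 0% = PME-1 with DMSO and 100% = wells lacking PME-1 enzyme; inhibitors block probe labeling so polarization falls and inhibition rises; many of its hits are not listed in these tables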
Target sequence (Q9Y570 whole entry, looked up): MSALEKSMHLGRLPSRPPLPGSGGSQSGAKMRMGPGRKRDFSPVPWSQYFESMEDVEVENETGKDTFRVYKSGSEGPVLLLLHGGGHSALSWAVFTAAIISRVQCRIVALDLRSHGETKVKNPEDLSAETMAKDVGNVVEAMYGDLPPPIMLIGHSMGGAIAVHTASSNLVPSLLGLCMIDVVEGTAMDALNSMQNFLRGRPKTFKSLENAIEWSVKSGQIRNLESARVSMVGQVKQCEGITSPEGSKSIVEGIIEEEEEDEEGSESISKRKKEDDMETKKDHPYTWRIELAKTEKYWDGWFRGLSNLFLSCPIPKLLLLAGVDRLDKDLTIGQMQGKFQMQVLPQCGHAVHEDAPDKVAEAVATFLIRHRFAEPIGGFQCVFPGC
Fam108B counter: counter-screen for RBBP9 inhibitors: inhibitors of mouse Fam108B. inhibition, % at 9.51 µM. recombinant Fam108B, FP-Rh probe fluorescence polarization. 0.33% of 300,000 active;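 active means inhibition above the screen mean inhibition plus 3 SD, computed separately per campaign, cut at about 18% in these data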;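 further: inhibitors lower polarization as less probe binds the enzyme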
pPAFAH inh: inhibitors of human plasma PAF acetylhydrolase (pPAFAH). recombinant pPAFAH, FP-rhodamine probe fluorescence polarization. inhibition, % at 3.39 µM. 1.5% of 330,000 active;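 active means inhibition above the mean inhibition across the screen plus 3 SD, cut at about 25% in these data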;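 further: inhibitors block binding of the rhodamine activity-based probe so polarization drops; 0% = enzyme with DMSO and 100% = wells lacking pPAFAH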
MCL1-BIM inh: inhibitors of human MCL1 binding to BIM-BH3 peptide. inhibition, % at 10.9 µM. GST-MCL1 / FITC-Bim-BH3 fluorescence polarization. 0.68% of 320,000 active;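 active means inhibition above the mean inhibition of all tested compounds plus 3 SD, set per campaign, cut at about 40% in these data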;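 further: 0% = DMSO wells and 100% = unlabeled Bim-BH3 peptide control; higher means more loss of mP so more displacement of Bim peptide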
Target sequence (Q07820 whole entry, looked up): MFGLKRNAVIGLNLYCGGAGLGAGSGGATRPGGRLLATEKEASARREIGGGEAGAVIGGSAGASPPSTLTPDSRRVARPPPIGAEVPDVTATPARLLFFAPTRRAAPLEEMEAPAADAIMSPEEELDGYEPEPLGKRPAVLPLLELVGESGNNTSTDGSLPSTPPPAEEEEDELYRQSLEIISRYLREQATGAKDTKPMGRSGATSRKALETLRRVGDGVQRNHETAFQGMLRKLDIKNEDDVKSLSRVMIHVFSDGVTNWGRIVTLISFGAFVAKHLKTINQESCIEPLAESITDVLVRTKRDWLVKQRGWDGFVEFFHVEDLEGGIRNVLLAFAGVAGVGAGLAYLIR
An asterisk follows results filed as active; . = not tested or not shown. Not all compounds are listed; rates above refer to the full screens.

Order of results – PME-1 primary, MCL1-BIM inh, Fam108B counter, AHR activator, PAFAH1B2 inh, MEX-5 binding, GLD-1 RNA inh, pPAFAH inh, Bcl-xL primary
- CCOC(=O)c1c(C)[nH]c(C)c1C(=O)COC(=O)CCOc1ccccc1OC
    8, -6, 3, 7, 7, 0.6, 3, 2, 5
- Cn1c(NC(=O)CCc2ccccc2)cc(=O)n(C)c1=O
    0, 5, 1, 149*, 1, -0.5, -1, -1, 1
- COC(=O)c1c(NC(=O)C2CC=CCC2C(=O)O)sc(C(N)=O)c1C (configuration not stated)
    2, 8, 9, 6, -2, -3.0, 4, 11, 11
- O=C(Nc1cccc(Cl)c1)c1nc[nH]c1C(=O)NCCCNC(=O)c1[nH]cnc1C(=O)Nc1cccc(Cl)c1
    ., ., ., 34, 1, ., 0, 0, .
- Cc1nn(C(C)CC(=O)O)c(C)c1C (configuration not stated)
    -4, 2, -1, -1, 6, 0.4, 5, 1, 9
- CCc1ccc2nc3sc(C(=O)N4CCc5ccccc54)c(N)c3cc2c1
    6, -2, -4, 3, ., 1.4, 5, 4, 6
- CCn1c(=O)n(CC(=O)NCC2CCCO2)c(=O)c2c3c(sc21)COC(C)(C)C3 (configuration not stated)
    -7, 7, 3, -2, 4, -2.1, 8, 2, 4
- COc1cccc(NC(=O)c2cncs2)c1
    -3, 4, 2, 12, -3, 0.5, 5, 3, -3
- CC[C@@H]1C=C(C(=O)O)[C@H](c2ccc(Cl)cc2)N1S(=O)(=O)c1ccc(C)cc1
    ., ., ., -2, 19, ., -4, 3, .
- Cc1ccc(S(=O)(=O)Nc2c(C)nc3nc(C)[nH]n3c2=O)c(C)c1
    -1, 4, -3, 0, 3, -1.8, 5, 0, 6
- NC(=S)N/N=C\c1c2ccccc2cc2ccccc12
    2, -1, 0, 7, 2, ., -8, 9, 4
- Cc1ccc(CNC(=O)CCS(=O)(=O)c2ccc(Br)s2)o1
    4, 11, 2, 1, 7, 1.6, 10, 15, 3
- Cc1ccc(Nc2nc(C)cc(C)n2)c(Br)c1
    -4, -2, -3, 23, 5, -0.1, 6, 2, -1
- CC1CCN(C(=O)c2[nH]cnc2C(=O)N[C@@H](C)c2ccccc2)CC1
    -5, 2, ., 0, 5, ., -2, 9, 4
- Cc1ccc(-n2c3c(cc(C(=O)NCc4ccco4)c2=O)C(=O)CCC3)cc1
    1, 2, 3, 0, -2, -1.1, -3, -2, 1
- COC(=O)c1ccc(NC(=O)CS(=O)(=O)c2ccccc2)cc1
    -2, 2, 2, 1, 1, 1.9, -5, 8, 1
- CCOC(=O)c1c(NC(=O)c2ccccc2Br)sc2c1CCc1ccccc1-2
    -3, 3, -5, 15, 0, 0.6, -6, 3, 3
- CCOc1ccc(NC(=O)CN(C)C(=O)c2c(-c3c(F)cccc3Cl)noc2C)cc1OCC
    -2, 1, 2, 9, 2, 0.1, 4, -3, 2
- CCN1CCN(C(=O)C2=C(C(=O)O)CCCC2)CC1
    2, 4, -2, -1, 1, -0.3, -6, 3, 0
- C=CCOC(=O)C1=C(C)N=C2SCCC(=O)N2C1/C=C/c1ccccc1OC (configuration not stated)
    -4, 0, -4, 11, 4, -1.1, 1, -1, 4
- O=C(/C=C/c1ccc2c(c1)OCO2)Nc1nc(-c2ccc(F)cc2)cs1
    2, 3, 9, 7, ., -1.9, -4, 2, -2
- CCOc1ccc(C2C(C(=O)c3cccs3)=C(O)C(=O)N2CCCn2ccnc2)cc1 (configuration not stated)
    3, 10, -1, 3, ., ., -7, 0, 3
- CCCCCCCCCCCC(=O)NC(C(=O)OCC)C(O)c1cccc([N+](=O)[O-])c1 (configuration not stated)
    2, 1, 0, 1, 21, 1.3, 0, 9, 3
- O=C(Nc1nnc(C2CCCCC2)s1)c1ccc(Br)s1
    -6, 0, 1, 5, 6, -0.1, 4, 3, 1
- CCOC(=O)N1CCN(S(=O)(=O)c2cc(Cl)c(OC)cc2Cl)CC1
    -2, 4, -1, 3, -1, 1.2, 2, 2, 0
- Cc1cccc(C(=O)C2CCOC(C)(C)C2)c1 (configuration not stated)
    -17, 3, -4, 2, 3, -0.9, -9, -5, 5
- COc1cc(N2C(=O)NC3CC2(C)Oc2ccccc23)cc(OC)c1OC (configuration not stated)
    0, 0, 5, 1, 4, 1.1, -1, 35*, 9
- O=C(NCCOc1ccccc1Cl)C(=O)NCCOc1ccccc1Cl
    -1, -5, -4, 8, 3, 0.1, -5, 1, -4
- O=C(Cn1nnc(-c2ccc([N+](=O)[O-])cc2)n1)NNC(=O)c1ccccc1
    -3, 4, -7, 0, 1, 1.9, -1, 4, -3
- CCCCN(C(=O)C1CCCO1)c1c(N)n(CCC)c(=O)[nH]c1=O (configuration not stated)
    ., ., ., 1, 4, ., 0, -5, .

One compound at a time, from the list above. Screens in order: PME-1 primary | MCL1-BIM inh | Fam108B counter | AHR activator | PAFAH1B2 inh | MEX-5 binding | GLD-1 RNA inh | pPAFAH inh | Bcl-xL primary
Results for CCCCN(C(=O)C1CCCO1)c1c(N)n(CCC)c(=O)[nH]c1=O (configuration not stated) = . | . | . | 1 | 4 | . | 0 | -5 | .
Results for Cc1nn(C(C)CC(=O)O)c(C)c1C (configuration not stated) = -4 | 2 | -1 | -1 | 6 | 0.4 | 5 | 1 | 9

A run of entries from the list above, as a working copy:
Order of results – PME-1 primary, MCL1-BIM inh, Fam108B counter, AHR activator, PAFAH1B2 inh, MEX-5 binding, GLD-1 RNA inh, pPAFAH inh, Bcl-xL primary
- COC(=O)c1ccc(NC(=O)CS(=O)(=O)c2ccccc2)cc1
    -2, 2, 2, 1, 1, 1.9, -5, 8, 1
- CCOC(=O)c1c(NC(=O)c2ccccc2Br)sc2c1CCc1ccccc1-2
    -3, 3, -5, 15, 0, 0.6, -6, 3, 3
- CCOc1ccc(NC(=O)CN(C)C(=O)c2c(-c3c(F)cccc3Cl)noc2C)cc1OCC
    -2, 1, 2, 9, 2, 0.1, 4, -3, 2
- CCN1CCN(C(=O)C2=C(C(=O)O)CCCC2)CC1
    2, 4, -2, -1, 1, -0.3, -6, 3, 0
- C=CCOC(=O)C1=C(C)N=C2SCCC(=O)N2C1/C=C/c1ccccc1OC (configuration not stated)
    -4, 0, -4, 11, 4, -1.1, 1, -1, 4
- O=C(/C=C/c1ccc2c(c1)OCO2)Nc1nc(-c2ccc(F)cc2)cs1
    2, 3, 9, 7, ., -1.9, -4, 2, -2
- CCOc1ccc(C2C(C(=O)c3cccs3)=C(O)C(=O)N2CCCn2ccnc2)cc1 (configuration not stated)
    3, 10, -1, 3, ., ., -7, 0, 3
- CCCCCCCCCCCC(=O)NC(C(=O)OCC)C(O)c1cccc([N+](=O)[O-])c1 (configuration not stated)
    2, 1, 0, 1, 21, 1.3, 0, 9, 3
- O=C(Nc1nnc(C2CCCCC2)s1)c1ccc(Br)s1
    -6, 0, 1, 5, 6, -0.1, 4, 3, 1
- CCOC(=O)N1CCN(S(=O)(=O)c2cc(Cl)c(OC)cc2Cl)CC1
    -2, 4, -1, 3, -1, 1.2, 2, 2, 0
- Cc1cccc(C(=O)C2CCOC(C)(C)C2)c1 (configuration not stated)
    -17, 3, -4, 2, 3, -0.9, -9, -5, 5
- COc1cc(N2C(=O)NC3CC2(C)Oc2ccccc23)cc(OC)c1OC (configuration not stated)
    0, 0, 5, 1, 4, 1.1, -1, 35*, 9
- O=C(NCCOc1ccccc1Cl)C(=O)NCCOc1ccccc1Cl
    -1, -5, -4, 8, 3, 0.1, -5, 1, -4

(cont.)
Order of results – PME-1 primary, MCL1-BIM inh, Fam108B counter, AHR activator, PAFAH1B2 inh, MEX-5 binding, GLD-1 RNA inh, pPAFAH inh, Bcl-xL primary
- CC(=O)c1ccc(N2CCN(C(=O)c3nn(Cc4ccccc4)c(=O)c4ccccc34)CC2)cc1
    -2, -16, -2, 4, 1, 2.9, -8, -7, -18
- CCOc1c(Br)cc(CNC2CCCCCCC2)cc1OC
    -2, -12, -3, 4, 4, 4.6, -6, -1, -1
- COc1cc(NC(=O)c2cc3c(Cl)nc4ccccc4c3s2)cc(OC)c1OC
    1, -2, 14, 0, -1, 1.2, -4, 16, 2
- O=C(O)c1cc2n(n1)CCN(Cc1ccccc1Cl)C2=O
    2, -6, 2, 2, 11, -3.6, 1, 0, 2
- Cc1cc(=O)oc2cc(OC(C)C(=O)NCc3ccccn3)ccc12 (configuration not stated)
    4, -3, 5, 4, 5, -0.3, 5, 1, -1
- COc1cccc(-c2cccc(NC(=O)C3CCN(Cc4ccc(CO)o4)CC3)c2)c1
    -6, 6, 2, 16, 2, -0.3, 1, 2, 3
- Cc1ccc(-n2c(SCC(=O)NCCN3C(=O)CSC3=O)nnc2-c2ccccc2F)cc1
    -4, -1, 2, -1, 9, -0.1, 4, 1, -1
- COC(=O)c1cc2oc3ccccc3c2n1CC(=O)N1CCCc2ccccc21
    -5, 5, 0, 2, 2, -1.5, 0, 5, -1
- CCc1cc(C(=O)COc2ccc(F)cc2)c(O)cc1O
    7, 6, 1, 6, 4, -2.6, 0, 3, 7
- CSCC[C@H](N)C(=O)N1CCC(C(=O)N[C@@H](C)C(=O)NCc2ccc(F)cc2)CC1
    0, -2, 3, 2, 5, 1.8, 5, -5, 2
- COc1cc(OC)c2c(-c3ccccc3)cc(=O)oc2c1C(CC(=O)N1CCN(c2ccccc2)CC1)c1ccc(N(C)C)cc1 (configuration not stated)
    6, -1, 6, 4, 5, 0.9, -5, 10, 4
- Cc1ccc(NC(=O)CN(C)C(=O)c2cccc(Br)c2)cc1
    4, -5, 0, -1, 4, 0.4, 5, -1, -2
- O=C(COC(=O)C1CCN(c2ccc(C(F)(F)F)cn2)CC1)Nc1cccc(F)c1
    -8, -14, -1, 4, 0, 3.3, -2, 0, -11
- CC(NC(=O)c1cc(F)c(F)c(F)c1F)c1ccc(-n2ccnc2)cc1 (configuration not stated)
    3, 6, -2, 96*, -5, 2.2, 8, 6, 3
- COc1ccc2cc(C(C)=O)c(=O)oc2c1
    1, -5, 5, 5, -6, -0.3, -3, -3, 2
- O=C(Nc1ccc2oc(-c3ccccc3Cl)nc2c1)c1cncc(Br)c1
    -7, 5, -5, -8, -7, -1.3, 8, 2, 5
- Cc1nn(-c2ccccc2)nc1C(=O)NNC(=O)c1ccc(C(F)(F)F)cc1
    -3, 2, 0, -1, 0, 0.4, 5, 8, 1
- COc1ccc(/C=N\NC(=O)c2ccccc2)cc1COc1ccc(F)cc1
    -11, 11, -9, 14, -9, 1.9, 0, 2, 4
- CCC(=O)c1ccc(N2CCC(C)CC2)c(F)c1
    -8, 8, -4, 0, 8, 1.0, 4, 5, 8
- O=C(Cc1cccs1)N/N=C/c1ccco1
    -1, -2, 2, 8, 2, -1.9, 6, 5, -1
- CC(C)c1nc2c([nH]1)c(=O)n(C)c(=O)n2C
    -1, 5, 3, 3, 5, 1.0, 5, 1, 2
- C1=CCC(CN2CCNCC2)CC1 (configuration not stated)
    -3, 3, -2, -3, 7, -2.5, 3, 0, 6

High-throughput results: PubChem, several laboratories
